# Screening data deposited in PubChem BioAssay by National Center for Advancing Translational Sciences (NCATS).
# TrxR1 inh: inhibitors of rat thioredoxin reductase 1. O89049. AID 588453. recombinant rTrxR1, NADPH fluorescence consumption, selenite substrate. Potency, µM (titrated, usually from 114 µM), for inactives: top-dose activity change, negative = inhibition, hits mostly inhibitors. 1% of 390,000 active; also: potency is read from the fitted curve at half-maximal effect; % is scaled to controls: 0 for no effect and ±100 for the full control effect; nearly all actives have a fitted effect of over 65% in size
# Target sequence (O89049 whole entry, looked up): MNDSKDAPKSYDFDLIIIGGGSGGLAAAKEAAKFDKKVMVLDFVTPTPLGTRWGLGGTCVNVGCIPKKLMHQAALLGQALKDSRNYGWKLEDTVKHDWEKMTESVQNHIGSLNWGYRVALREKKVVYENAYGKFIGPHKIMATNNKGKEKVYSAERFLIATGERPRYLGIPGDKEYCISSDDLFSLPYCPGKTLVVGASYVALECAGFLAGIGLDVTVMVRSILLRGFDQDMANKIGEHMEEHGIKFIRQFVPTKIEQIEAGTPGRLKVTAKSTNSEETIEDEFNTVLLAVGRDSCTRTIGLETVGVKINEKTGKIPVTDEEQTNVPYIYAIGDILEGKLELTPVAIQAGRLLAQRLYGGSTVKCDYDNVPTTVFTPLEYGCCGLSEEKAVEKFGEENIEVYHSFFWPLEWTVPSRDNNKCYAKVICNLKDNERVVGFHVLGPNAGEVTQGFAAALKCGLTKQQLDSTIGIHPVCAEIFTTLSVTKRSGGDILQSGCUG
#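 Rat TrxR1 (90 nM in the dispensed reagent) was pre-reduced with 400 uM NADPH for 5 min at room temperature, then incubated with compound for 15 min. After 400 uM selenite was added, NADPH fluorescence (Ex 340/Em 450 nm) was followed for 8 min.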
# USP1-UAF1 inh: USP1/UAF1 (human) deubiquitinase inhibition | O94782 | recombinant USP1/UAF1, Ub-Rhodamine cleavage fluorescence | Potency, µM (titrated, usually from 57.1 µM), for inactives: top-dose activity change, negative = inhibition, hits mostly inhibitors | 0.23% of 390,000 active | AID 743255; also: potency is read from the fitted curve at half-maximal effect; % is scaled to controls: 0 for no effect and ±100 for the full control effect; nearly all actives have a fitted effect of over 60% in size; inactives centre near -12
#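 Step one: compound is pinned into 1nM USP1/UAF1 in HEPES pH 7.8 buffer with TCEP. Step two: 15 min room-temperature incubation. Step three: Ub-Rho (150nM final) starts cleavage, tracked by fluorescence over six one-minute reads.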
# D2 antagonist: antagonists of human D2 dopamine receptor. P14416. HEK293 TREx D2 cells, calcium flux, dopamine EC80. inhibition, % at 10 µM. 2% of 340,000 active. AID 485344; in the data active = inhibition above about 30%; also: 0% is about no effect
#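 Compounds are added to dye-loaded, induced HEK293 T-REx cells coupled to calcium release via D2; after a 3 min kinetic read an EC80 dopamine stimulus is given and fluorescence is recorded for 3 more min.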
# Pin1 inh: inhibitors of human Pin1; Q13526; Pin1 FP peptide displacement, HiFluor488, 10 min; Potency, µM (top dose mostly 115 µM), without a hit: at the top dose activity, negative = inhibition, most hits filed as inhibitors; 0.009% of 390,000 active; AID 504891; active = well fitted inhibition curve with a large enough effect in the polarisation, with a control signal flat, not every such curve was filed as active; inconclusive = small, poorly fitted or top-dose-only effect, or effect the other way, or a change in a side signal; inactive = no such curve, though single readings can be large or run the other way; the % refers to the polarisation; also: potency is read from the fitted curve at half-maximal effect; % is scaled to controls: 0 for no effect and ±100 for the full control effect
# TRHR enhancer: allosteric enhancers of human TRH receptor; enhancement, % at 2 µM; 0.66% of 360,000 active; TRHR cells, fluo-8 calcium fluorescence, EC20 TRH enhancement; P34981; in the data active = enhancement above about 30%; also: 0% is about no effect
#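 TRHR-expressing cells loaded with fluo-8 calcium dye were read kinetically (ex 480/em 530) during compound addition, then stimulated with an EC20 of TRH (10 nM final). Enhancement of the Gq-mediated intracellular calcium response was scored.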
# D2 agonist: D2 dopamine receptor (human) agonism; P14416; HEK293 T-REx D2 cells, calcium flux agonist mode; activation, % at 2 µM; 0.53% of 340,000 active; AID 485358;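 active = activation over 3 SD above normal in the single-dose calcium agonist read, cut at about 30% in these data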; also: 0% is about no effect
#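 HEK293 Trex D2 cells, tetracycline-induced, o/n 30 C 5% CO2; no-wash Ca dye, RT 30–90 min; 10-cycle baseline, 23 nl cpd added, kinetic Ca read 180 s; agonist hits = positive Ca response.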
# TrxR1 substrate: rat thioredoxin reductase 1 substrate activity; purified TrxR1 substrate turnover, NADPH consumption readout; Potency, µM (doses to about 114 µM), without a hit: top-dose activity change, negative = substrate turnover; 0.01% of 390,000 active; AID 588456; also: potency is read from the fitted curve at half-maximal effect; % is scaled to controls: 0 for no effect and ±100 for the full control effect; nearly all actives have a fitted effect of over 50% in size
#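 Rat TrxR1, dispensed at 90 nM, was prereduced with 400 uM NADPH (final) for 5 min at ~22 deg C, then incubated with compound 15 min before 400 uM selenite. A first-read NADPH fluorescence drop versus no-compound background flagged substrates.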
# IDH1 R132H inh: human IDH1 R132H inhibition; Potency, µM (highest dose often 76.6 µM), for the others: top-dose activity change, negative = inhibition, hits mostly inhibitors; IDH1-R132H enzyme, NADPH consumption, diaphorase/resazurin fluorescence; O75874; AID 602179; 0.093% of 390,000 active; also: potency is read from the fitted curve at half-maximal effect; % is scaled to controls: 0 for no effect and ±100 for the full control effect; nearly all actives have a fitted effect of over 65% in size
# Target sequence (O75874 whole entry R132H, stated change not applied): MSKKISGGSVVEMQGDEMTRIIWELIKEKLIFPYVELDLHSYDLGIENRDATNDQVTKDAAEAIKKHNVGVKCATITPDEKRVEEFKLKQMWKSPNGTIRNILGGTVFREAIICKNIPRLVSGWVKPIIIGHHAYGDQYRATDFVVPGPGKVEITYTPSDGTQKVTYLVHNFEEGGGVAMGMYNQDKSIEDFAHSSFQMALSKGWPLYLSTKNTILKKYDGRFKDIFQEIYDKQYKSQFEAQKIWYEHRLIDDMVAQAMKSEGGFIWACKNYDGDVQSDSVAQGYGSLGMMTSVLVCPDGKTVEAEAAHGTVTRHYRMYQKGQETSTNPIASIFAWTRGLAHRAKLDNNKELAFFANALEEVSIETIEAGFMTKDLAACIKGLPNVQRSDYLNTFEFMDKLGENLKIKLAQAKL
#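 IDH1-R132H (0.5 ug/mL dispensed) in pH 7.5 Tris buffer was preincubated 30 min with compound, then given a substrate mix of 0.016 mM NADPH and 2 mM alpha-KG for 80 min at room temperature; remaining NADPH was read by diaphorase/resazurin fluorescence.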
# TRHR ag: agonists of human TRH receptor. P34981. 0.18% of 360,000 active. AID 493084. activation, % at 2 µM. TRHR cells, calcium flux fluo-8, FDSS agonist mode; in the data active = activation above about 30%; also: 0% is about no effect
#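 Fluo-8-loaded TRHR cells; 10 s baseline, compound added, kinetic Ca2+ fluorescence read 1/s, agonist mode.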
# The depositor's hits bear a star; ? = inconclusive; / = no result given; [ ] = another dose, or the depositor's remark. Unless noted, calls follow the shape of the dose curve; as a rule, active = well fitted inhibition curve with a large enough effect; inconclusive = small, poorly fitted or top-dose-only effect; inactive = no such curve, though single readings can be large or run the other way.
SMILES,TrxR1 inh,USP1-UAF1 inh,D2 antagonist,Pin1 inh,TRHR enhancer,D2 agonist,TrxR1 substrate,IDH1 R132H inh,TRHR ag
COc1ccc(OC)c(S(=O)(=O)Nc2cc(Cl)cc(Cl)c2)c1,9%,-12%,-2,2%,-6,0.5,1%,2%,0.4
O=C(O)CCCC(=O)Nc1ccc(N=Nc2ccccc2)cc1,-10%,?,9,2%,-3,0.3,-16%,-5%,0.8
CCC(=O)N1CCc2cc(CNS(=O)(=O)c3ccc(Cl)s3)ccc21,17%[57.1 µM],-7%,/,-7%,-4,0.4,-2%[57.1 µM],7%,0.1
CN(Cc1ccccc1F)C(=O)c1ccc2c(=O)n3c(nc2c1)CCC3,8%,-13%,-1,0%,0,0.4,1%,2%,0.0
COc1ccc(NC(=S)N(CCCN2CCC(C)CC2)Cc2cccs2)cc1,6%[57.1 µM],-8%,18,1%,9,-0.9,-6%[57.1 µM],1%,-0.6
CCOC(=O)N1CCN(c2nc3ccccc3nc2C(C#N)C(=O)NCCc2ccccc2)CC1 (configuration not stated),-14%,-16%,10,?,1,1.9,-16%,-3%,3.3
Cc1ccccc1Cn1cc(NC(=O)c2noc(C(C)C)c2[N+](=O)[O-])cn1,25%,-25%,0,-1%,-2,0.1,3%,-3%,-0.2
Cc1cc(NC(=O)CSc2ncnc3ccccc23)no1,9%,-2%,-23,-8%,22,-0.5,-5%,-1%,-0.4
CCc1ccccc1N(C)S(=O)(=O)c1cc(-c2cc(C)no2)ccc1OC,17%,-22%,3,6%,-5,0.2,-6%,-3%,-0.1
CCn1c(SCc2ccc(F)cc2)nc2c(c1=O)SCC2,12%[57.1 µM],-18%,24,9%,-2,0.3,-5%,15%,-0.1
COCCOC(=O)C1=C(C)NC2=C(C(=O)CC(C)(C)C2)C1c1cccnc1 (configuration not stated),3%,-3%,-5,-2%,-1,1.6,128%[activator],5%,0.7
CN1CCN(c2nc3c(c(=O)[nH]c(=O)n3C)n2Cc2cccc(Br)c2)CC1,-8%,-13%,-8,5%,-10,-0.4,-12%,1%,0.5
O=C(CNC(=O)c1ccc(Cl)cc1)NCC(F)(F)F,-12%,-18%,/,8%,-2,/,3%,2%,-0.2
CC(=O)Nc1c2c(nn1-c1ccccc1)CSC2,12%,-14%,7,-2%,0,-0.8,-2%,1%,0.4
CCOC(=O)c1c(C)[nH]c(CCC(=O)Nc2cc(Cl)ccc2OC)c1C,10%[57.1 µM],-15%,/,5%,-3,/,3%[57.1 µM],-17%,0.2
CC1=C(C)N(C)[C@H](c2ccccc2Br)[C@H](O)C1=O,-6%,-26%,/,-1%,/,/,-10%,5%,/
CCCC(=O)Nc1cc(C)c(O)c(-c2nc3ncccc3o2)c1,18%,-22%,/,0%,13,-0.4,14%[11.4 µM],-11%,-2.4
Cn1c(-n2c(CCCN3C(=O)c4ccccc4C3=O)nc3ccccc3c2=O)nc2ccccc21,10%[57.1 µM],-26%,-5,-5%,-1,-0.2,8%[57.1 µM],-1%,-0.2
Cc1ccc(C(=O)COC(=O)c2cc(C)no2)c(C)c1,7%[57.1 µM],-13%,-8,-4%,-4,0.5,3%[57.1 µM],6%,-0.7
Cc1cccc(NC(=O)CN2c3ccccc3S(=O)(=O)c3ccccc32)c1C,-12%[57.1 µM],3%,/,-1%,-8,0.8,-13%[57.1 µM],-8%,0.2
Cc1ccccc1/C=N/n1c(COc2ccccc2)n[nH]c1=S,-23%,-17%,-2,6%,5,-0.2,3%,0%,0.2
Cc1nc2c(C)cccn2c(=O)c1NC(=O)c1cccc2ccccc12,3%[11.4 µM],-3%,-5,-3%,1,0.6,8%[57.1 µM],13%,-0.2
Cc1ccccc1CC1SC(N)=NC1=O (configuration not stated),13%[57.1 µM],-19%,9,0%,-4,0.0,9%[57.1 µM],2%,-0.2
O=C(Nc1ccc(NC(=O)c2ccccc2Cl)nc1)c1ccncc1,9%,0%,9,-2%,-4,-0.7,0%,0%,-2.2
Cc1ccc(C(=O)Oc2cc(C)[nH]c(=O)c2[N+](=O)[O-])cc1,0%,-15%,/,0%,7,/,3%,12%,-0.5
SMILES,TrxR1 inh,USP1-UAF1 inh,D2 antagonist,Pin1 inh,TRHR enhancer,D2 agonist,TrxR1 substrate,IDH1 R132H inh,TRHR ag
c1ccc(-c2csc3ncnc(NCCCN4CCOCC4)c23)cc1,-6%,0%,12,2%,-4,-0.6,-6%,2%,0.5
COc1ccc(C(NC(=O)c2ccco2)c2ccc(OC)c(OC)c2)cc1OC,0%[57.1 µM],-8%,/,1%,-2,/,10%[57.1 µM],0%,0.6
Cc1cc2ccccn2c1C(=O)c1ccccc1Br,0%,-13%,0,-2%,5,-1.1,-8%,1%,-1.1
O=S(=O)(NCc1cccnc1)c1ccc2c(c1)OCCO2,12%,9%,3,2%,3,-0.2,2%,0%,0.2
Cc1cc(C)cc(NC(=O)CN2CCC(NC(=O)Cc3ccccc3)CC2)c1,9%,1%,-10,2%,0,0.4,-6%,0%,-0.6
Cc1ccc(NC(=O)NNC(=O)CN2C(=O)COc3ccccc32)cc1,25%[57.1 µM],-15%,-10,0%,3,-1.8,13%[57.1 µM],0%,-0.3
COc1ccc(/C=N/NS(=O)(=O)c2ccc(F)cc2)cc1CN1CCSCC1,10%[57.1 µM],-5%,3,5%,3,-0.2,-6%,2%,-0.6
Cn1c(=O)c(=O)n(C)c2cc(S(=O)(=O)N3CCCC3C(=O)NCc3cccnc3)ccc21 (configuration not stated),8%,-14%,5,-1%,1,0.1,12%,2%,0.7
O=C(Nc1ccccc1N1CCCC1)c1ccc(F)c(S(=O)(=O)N2CCOCC2)c1,11%,-15%,-14,-1%,1,0.3,6%,6%,-0.2
O=C1N[C@@H](Cc2ccccc2)COC(=O)[C@H](Cc2ccc(F)cc2)C/C=C\C[C@@H]1CC(=O)N(CCO)Cc1ccccc1,18%,-14%,/,4%,/,/,-2%,-10%,/
COc1ccc(NC(=O)Nc2cccc3c2O[C@H](CN(C)Cc2ccc(-c4ccccc4)cc2)[C@@H](C)CN([C@H](C)CO)C3=O)cc1,11%[57.1 µM],-20%,/,2%,/,/,6%[57.1 µM],-10%,/
CCCCOC(=O)C(NC(=O)c1ccccc1)=C(C)C,20%[57.1 µM],8%,-3,1%,0,0.6,9%[57.1 µM],3%,-0.4
COc1ccc(-c2noc(CN(C)C(=O)Nc3ccccc3)n2)cc1,30%,-16%,8,0%,3,0.0,4%,6%,0.4
Cn1ncc([N+](=O)[O-])c1C(=O)NC1CCCCC1,46%[activator],-16%,-7,-9%,-4,0.5,14%,4%,-0.1
CCCCN(CCCC)S(=O)(=O)c1ccc(OC)c2ncccc12,-7%,-9%,-18,-1%,3,1.0,-10%,7%,-0.3
COC(=O)N1C(=O)[C@](c2ccccc2)(C(C)C)N1C(=O)OC,?,-15%,0,-6%,-1,1.0,3%[57.1 µM],-8%,-0.4
C/C(=N\NC(=O)CSc1nc2ccccc2c(=O)n1-c1ccccc1C)c1cccs1,-17%,-2%,-2,-4%,3,-0.7,-18%,1%,-1.1
COc1cccc([C@H]2Nc3ccc(S(=O)(=O)Nc4cc(C)ccc4C)cc3[C@H]3C=CC[C@H]32)c1,5%,?,/,8%,2,-0.8,10%,4%,0.0
NS(=O)(=O)c1ccc(NC(=O)COC(=O)COc2cccc(C(F)(F)F)c2)cc1,16%,-11%,2,-1%,-2,-1.0,-3%,-2%,-0.8
CCCNC(=O)Nc1ccc(C(F)(F)F)cc1,-14%,-14%,-1,0%,11,0.4,-16%,0%,-0.1

# A section from the list above:
SMILES,TrxR1 inh,USP1-UAF1 inh,D2 antagonist,Pin1 inh,TRHR enhancer,D2 agonist,TrxR1 substrate,IDH1 R132H inh,TRHR ag
O=C(Nc1ccccc1N1CCCC1)c1ccc(F)c(S(=O)(=O)N2CCOCC2)c1,11%,-15%,-14,-1%,1,0.3,6%,6%,-0.2
O=C1N[C@@H](Cc2ccccc2)COC(=O)[C@H](Cc2ccc(F)cc2)C/C=C\C[C@@H]1CC(=O)N(CCO)Cc1ccccc1,18%,-14%,/,4%,/,/,-2%,-10%,/
COc1ccc(NC(=O)Nc2cccc3c2O[C@H](CN(C)Cc2ccc(-c4ccccc4)cc2)[C@@H](C)CN([C@H](C)CO)C3=O)cc1,11%[57.1 µM],-20%,/,2%,/,/,6%[57.1 µM],-10%,/
CCCCOC(=O)C(NC(=O)c1ccccc1)=C(C)C,20%[57.1 µM],8%,-3,1%,0,0.6,9%[57.1 µM],3%,-0.4

# Some values from the list.
# COc1ccc(-c2noc(CN(C)C(=O)Nc3ccccc3)n2)cc1 @ TrxR1 substrate: 4%
# COC(=O)N1C(=O)[C@](c2ccccc2)(C(C)C)N1C(=O)OC @ D2 agonist: 1.0
# Cc1ccc(NC(=O)NNC(=O)CN2C(=O)COc3ccccc32)cc1 @ D2 agonist: -1.8
# O=C1N[C@@H](Cc2ccccc2)COC(=O)[C@H](Cc2ccc(F)cc2)C/C=C\C[C@@H]1CC(=O)N(CCO)Cc1ccccc1 @ TrxR1 inh: 18%
# CCCCOC(=O)C(NC(=O)c1ccccc1)=C(C)C @ TrxR1 substrate: 9%[57.1 µM]
# NS(=O)(=O)c1ccc(NC(=O)COC(=O)COc2cccc(C(F)(F)F)c2)cc1 @ TRHR enhancer: -2
# O=C(Nc1ccccc1N1CCCC1)c1ccc(F)c(S(=O)(=O)N2CCOCC2)c1 @ USP1-UAF1 inh: -15%

# Some of the compounds tested (hit frequency here may not be typical).
